procasp7 counter: counter-screen: procaspase-7 (human) activation; recombinant procaspase-7, Ac-DEVD-pNA absorbance 405 nm; D23A/D198A/D206A triple mutant, cannot self-cleave; scale: DMSO 0, 5 µM enzyme 100; AID 463210; hit rate 0.093% among 330,000; P55210; activation, % at 8.5 µM;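 active = percent activation above the screen-wide mean plus 3 SD, cut at about 25% in these data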
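Assay system: Uncleavable procaspase-7 mutant enzyme; Input: 2 µM procaspase-7 mutant as dispensed; Also added: DEVD-pNA substrate; Medium: Zinc-free HEPES pH 7.4 with 300 mM NaCl, 0.01% Triton X-100; Timing: 1 h compound preincubation, 2 h substrate cleavage, 25 °C; Measured by: Epi-absorbance of released pNA at 405 nm, two timepoints.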
proCasp3 act: activators of human procaspase-3 | P42574 | recombinant procaspase-3 D3A, Ac-DEVD-pNA absorbance 405 nm | activation, % at 8.5 µM | hit rate 0.11% among 330,000;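 active = activation above the mean of all tested compounds plus 3 SD, cut at about 21% in these data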;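 also: 0% = DMSO alone and 100% = DMSO wells spiked with extra 5 µM PC-3 D3A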
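assay system = Procaspase-3 D3A mutant | signal = absorbance at 405 nm, 0 and 120 min | times = 1 h preincubation plus 2 h reaction at 25 °C | repeats = single replicate | read-out = % activation between DMSO and enzyme-spiked controls | medium = Zinc-free HEPES saline buffer with Triton X-100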
RPL19A-GFP yeast: modulators of TOR pathway RPL19A-GFP in S. cerevisiae. hit rate 0.3% among 330,000. S. cerevisiae RPL19A-GFP strain, flow cytometry, 3 h; active compounds read low. AID 2025. percent response vs DMSO, % at 10 µM;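 active = percent response vs DMSO below 50%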;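 also: median channel GFP fluorescence of the barcoded RPL19A-GFP strain; ratio of sample median GFP to plate DMSO average so 100% = DMSO; lower means less RPL19A-GFP as with rapamycin TOR inhibition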
EBNA-1 inhibitor: blocks EBNA-1 binding to DNA; hit rate 0.34% among 300,000; EBNA-1 DNA binding, fluorescence polarization; AID 1950; inhibition, % at 14.8 µM; in the data active = inhibition above about 28%
AHR activator: human AHR activation | activation, % at 5 µM | hit rate 2.5% among 320,000 | AHR-responsive luciferase reporter cells, luminescence | P35869; in the data active = activation above about 47%;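 also: 0% = vehicle wells and 100% = reference agonist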
ZTA counter: ZTA (EBV) inhibition in EBNA-1 counter-screen | P03206 | ZTA-DNA binding, fluorescence polarization | inhibition, % at 11 µM | hit rate 0.15% among 320,000; in the data active = inhibition above about 33%
MEP2 TOR yeast: modulators of TOR pathway MEP2-GFP in S. cerevisiae. S. cerevisiae MEP2-GFP strain, flow cytometry GFP, 3 h; 100% = DMSO control level. GFP response vs DMSO, % at 10 µM. hit rate 0.51% among 330,000;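 active = GFP response versus DMSO above a set limit, roughly screen mean plus 3 SD, cut at about 180% in these data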;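 also: median GFP fluorescence of the barcode-gated MEP2-GFP cells per well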
LAP4-GFP MLPCN: modulators of TOR pathway LAP4-GFP in S. cerevisiae; S. cerevisiae LAP4-GFP multiplex, flow cytometry GFP, 3 h; median GFP as percent of DMSO wells; hit rate 0.34% among 320,000; AID 2023; GFP response vs DMSO, % at 10 µM;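 active = GFP response vs DMSO above a set limit, about the screen mean plus 3 SD, cut at about 150% in these data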
* = called active by the depositor; . = not tested or not shown; & = joins results of further samples.

SMILES | procasp7 counter | proCasp3 act | RPL19A-GFP yeast | EBNA-1 inhibitor | AHR activator | ZTA counter | MEP2 TOR yeast | LAP4-GFP MLPCN
O=C(O)CC/C(=N\NC(=O)c1ccncc1)c1ccccc1 | 3 | 1 | 107 | -15 | 17 | -13 | 107 | 87
COCCNC(=S)N/N=C(\C)c1ccc(OC(F)F)cc1 | -15 | 2 | 102 | -6 | 9 | 12 | 107 | 101
CC(Oc1ccc(Br)cc1)C(=O)Nc1ccc(N2CCOCC2)cc1N1CCOCC1 (stereo unspecified) | -4 | 4 | 94 | -2 | 2 | -23 | 99 | 108
CCOC(=O)c1ccc(NC(=O)c2nc[nH]c2C(=O)N2CCc3ccccc3C2)cc1 | 8 | -5 | 104 | 12 | 40 | -2 | 97 | 125
COc1c(S(=O)(=O)N2CCN(C(=O)c3ccco3)CC2)ccc(Cl)c1Cl | -7 | 1 | 101 | -3 | 2 | -16 | 110 | 91
CCc1c(C)c2ccc(OCC(=O)NCC3CCC(C(=O)O)CC3)c(C)c2oc1=O (stereo unspecified) | -5 | -8 | 98 | 8 | -2 | -6 | 96 | 108
O=[N+]([O-])c1ccc(/C=N/Nc2ccnc3cc(Cl)ccc23)o1 | -15 | -7 | 108 | 0 | 17 | 5 | 110 | 102
CC(=O)Nc1ccc(C(=O)OCC(=O)N(c2ccccc2)C2CCCCC2)cc1 | 15 | 3 | 98 | . | 0 | . | 103 | 90
Cn1c(SCC(=O)C(C)(C)C)nnc1-c1ccc(F)cc1 | 3 | 12 | 100 | 2 | -2 | 3 | 108 | 108
CCC(=O)c1ccc(CCCCCC(=O)O)s1 | 9 | 4 | 111 | -4 | 4 | 3 | 98 | 114
CCOC(=O)C1CCN(C(=O)Nc2cccc(Cl)c2)CC1 | 9 | -4 | 101 | -9 | 0 | 0 | 105 | 109
COc1ccccc1CN1CCNC(=O)C1CC(=O)NCc1cn(C)nc1C (stereo unspecified) | 0 | -6 | 103 | 8 | 0 | 7 | 99 | 105
CCOc1cc(CO)cc(Br)c1OCC(=O)Nc1ccccc1C | -3 | 4 | 107 | 4 | 1 | 22 | 107 | 97
O=C(CSc1ccccn1)Nc1ccc(Br)cn1 | -1 | 4 | 101 | 1 | -1 | 13 | 109 | 111
CC(=O)Nc1ccc(S(=O)(=O)NCc2csc(C)n2)cc1 | 0 | 11 | 96 | -4 | 0 | 2 | 101 | 93

Record cards, as listed above. Screens in order: procasp7 counter	proCasp3 act	RPL19A-GFP yeast	EBNA-1 inhibitor	AHR activator	ZTA counter	MEP2 TOR yeast	LAP4-GFP MLPCN
CCC(=O)c1ccc(CCCCCC(=O)O)s1 is entered as 9	4	111	-4	4	3	98	114
O=C(CSc1ccccn1)Nc1ccc(Br)cn1 is entered as -1	4	101	1	-1	13	109	111
O=[N+]([O-])c1ccc(/C=N/Nc2ccnc3cc(Cl)ccc23)o1 is entered as -15	-7	108	0	17	5	110	102
CCOC(=O)c1ccc(NC(=O)c2nc[nH]c2C(=O)N2CCc3ccccc3C2)cc1 is entered as 8	-5	104	12	40	-2	97	125
Cn1c(SCC(=O)C(C)(C)C)nnc1-c1ccc(F)cc1 is entered as 3	12	100	2	-2	3	108	108

(continued)
SMILES | procasp7 counter | proCasp3 act | RPL19A-GFP yeast | EBNA-1 inhibitor | AHR activator | ZTA counter | MEP2 TOR yeast | LAP4-GFP MLPCN
Cc1ccccc1C#N | 0 | -1 | 102 | . | 1 | -11 | 99 | 101
CCC1(c2ccccc2)NC(=O)N(CC(=O)Nc2ccc(S(=O)(=O)N3CC(C)CC(C)C3)cc2)C1=O (stereo unspecified) | 4 | 5 | 97 | -10 | 1 | -4 | 95 | 108
COc1ccc(CC(=O)Nc2cccc(/C(C)=N/NC(=O)C3(C)CC3(Br)Br)c2)cc1 (stereo unspecified) | -2 | -1 | 107 | 8 | -2 | -9 | 102 | 79
Cc1csc(NC(=O)CCc2nc3ccccc3s2)n1 | -10 | -9 | 96 | -1 | 15 | -3 | 103 | 101
C=CCn1c(SCC#N)nnc1-c1ccc2ncccc2c1 | 0 | -5 | 101 | -6 | -4 | -1 | 105 | 110
O=C1C=CC(=O)N1Nc1ccc(Br)cc1 | 0 | 6 | 108 | -1 | 0 | 7 | 105 | 100
Cc1cc(NC(=O)CSc2ncn[nH]2)no1 | -8 | -2 | 104 | -11 | 1 | 1 | 106 | 94
CC(NC(=O)C(=O)N1CCOCC1)C(c1cccs1)N1CCN(c2ccccc2F)CC1 (stereo unspecified) | -7 | 1 | 107 | 6 | -1 | 14 | 110 | 99
CC1CC(C)CN(CC(=O)Nc2ccc3c(c2)OCCO3)C1 (stereo unspecified) | -5 | 2 | 103 | -1 | 2 | -12 | 102 | 105
CCCCCNC(=O)C1CC(=O)OC12CCCCC2 (stereo unspecified) | 15 | 3 | 99 | 2 | -3 | 0 | 104 | 105
O=C(CSc1nnc(NC(=O)c2ccccc2C(=O)O)s1)Nc1ccccc1Cl | -3 | -2 | 101 | -2 | -1 | 2 | 104 | 102
COc1ccc(CC(=O)Nc2ccc(S(=O)(=O)Nc3nccc(C)n3)cc2)cc1 | 15 | -1 | 105 | 13 | 2 | 4 | 109 | 90
COc1ccc(/C=N/NC(=O)CN(C)S(=O)(=O)c2ccc(NC(C)=O)cc2)cc1 | 3 | 7 | 92 | -14 | 7 | 21 | 92 | 89
COC(=O)C1CCN(C(=O)c2cc3ccccc3oc2=O)CC1 | -1 | 3 | 96 | -2 | 1 | -4 | 103 | 108
CCOc1ccc(-c2nnn(CC(=O)NCc3ccco3)n2)cc1OCC | 15 | 7 | 94 | -4 | 4 | -1 | 96 | 92
O=C(Cn1cc(C(F)(F)F)ccc1=O)Nc1ccc2c(c1)OCCO2 | 7 | -10 | 100 | . | 0 | . | 110 | 92
COc1cccc(NC(=O)NC2CC(=O)N(c3ccc4c(c3)OCCO4)C2)c1 (stereo unspecified) | 9 | 4 | 104 | -6 | -3 | 8 | 107 | 112
COc1ccccc1-c1cc(C(F)(F)F)nc(NCc2cccs2)n1 | 0 | 12 | 103 | -1 | 8 | 17 | 108 | 96
COC(=O)c1ccc(C2=NOC(C)(c3sc(-c4ccccc4)nc3C)C2)cc1 (stereo unspecified) | -3 | -2 | 100 | 0 | 5 | -8 | 98 | 98
Cc1ccc(S(=O)(=O)N(C)CC(=O)OCC(=O)N2CCCC2=O)cc1 | 0 | -4 | 95 | 11 | 5 | 3 | 102 | 107
COc1ccc(C=O)cc1C1=CC(=O)C[C@H](c2ccc(Cl)cc2)C1 | 6 | -3 | 98 | . | 2 | -16 | 96 | 98
CCNc1nc(NCC)n2c(SCC(=O)O)nnc2n1 | 0 | -6 | 88 | 6 | 1 | -25 | 97 | 90
O=C(O)/C=C\C(=O)Nc1ccc(F)c(F)c1F | 0 | -7 | 98 | -4 | 1 | 1 | 92 | 105
Cn1c(N)c(C(=O)c2cc(-c3ccncc3)nc3ccccc23)c(=O)n(C)c1=O | 0 | 0 | 99 | -1 | 5 | 5 | 99 | 100
C[c-]1[c-](C)[c-](C)[c-](C)[c-]1C.[Fe].c1cc2nccc(N3CCCC3)[c-]2c1 (stereo unspecified) | -34&-20 | -23&-3 | 98&99 | -1&-8 | 4&-2 | 5&-7 | 105&96 | 95&109
CCOc1ccccc1NC(=O)c1nc(S(=O)(=O)Cc2cccc(C)c2)ncc1Cl | -3 | -3 | 98 | 2 | 37 | -13 | 105 | 85
COCCNC(=O)C1=C(N)C(C(=O)Nc2ccc(C)c(S(=O)(=O)N3CCCCC3)c2)SC1=Nc1ccc(C)cc1C (stereo unspecified) | 1 | -5 | 99 | 1 | 2 | -4 | 105 | 96
Cc1ccc(/C=N/Nc2nc3ccccc3[nH]2)s1 | -7 | 4 | 103 | 1 | 109* | 1 | 104 | 102
CC1CC(=O)N(Cc2ccccc2)c2ccccc2N1C=O (stereo unspecified) | -6 | 8 | 87 | -10 | 0 | 15 | 91 | 87
CC(=O)OCC(=O)C1=CCC2C3CCC4=CC(=O)C=CC4(C)C3(F)C(OC(C)=O)CC12C (stereo unspecified) | 11 | 7 | 106 | 6 | 3 | 5 | 104 | 95
c1ccc(C(NCCNC(c2ccccc2)c2ccccc2)c2ccccc2)cc1 | -5 | 2 | 103 | -1 | 0 | -1 | 102 | 99
COc1ccc(S(=O)(=O)n2nc(OC(=O)c3c(-c4ccccc4Cl)noc3C)cc2N)cc1 | -11 | -14 | 102 | 0 | 0 | -9 | 101 | 97
COc1cccc(/C=C/C(=O)OCC(=O)c2ccc(C)c(C)c2)c1OC | -6 | -2 | 101 | . | 1 | -6 | 102 | 103
CN1C(=O)CC(N2CCN(c3ccccn3)CC2)C1=O (stereo unspecified) | -1 | -6 | 100 | 4 | -6 | -5 | 94 | 95
CCC(C)NC(=O)C1c2ccccc2Oc2ccccc21 (stereo unspecified) | 5 | 3 | 96 | 5 | 0 | -5 | 94 | 115
Cc1ccc(-c2cc(C(=O)Nc3nn[nH]n3)c3ccccc3n2)c(C)c1 | -4 | 1 | 98 | 2 | 15 | 6 | 106 | 103
O=C(CCC(=O)NNC(=O)Cc1ccccc1)NCc1ccccc1 | 1 | 3 | 96 | -2 | 2 | 5 | 100 | 118
O=C(Cn1cc(S(=O)(=O)N2CCN(c3ccccc3F)CC2)c2ccccc2c1=O)NCCCN1CCCCCC1 | 3 | 2 | 93 | -7 | 1 | 1 | 94 | 96
Cc1ccnc(NC2c3ccccc3C(=O)N2Cc2ccccc2Cl)c1 (stereo unspecified) | 0 | -2 | 99 | -3 | 3 | 2 | 94 | 89
COc1cccc(NCc2nnc(SCC(=O)N(C)C3CCS(=O)(=O)C3)n2C2CCCCC2)c1 (stereo unspecified) | 2 | 6 | 98 | 10 | -2 | 0 | 97 | 75
COc1ccccc1OCCC(=O)OCC(=O)NCc1ccc(F)cc1 | 7 | 7 | 100 | . | 0 | . | 101 | 97
NS(=O)(=O)c1ccc(CNC(=O)c2cc(-c3ccccn3)nc3ccc(Cl)cc23)cc1 | -11 | 1 | 100 | 11 | 35 | 25 | 101 | 101
COc1ccc(C(=O)CC(=O)Nc2ccc([N+](=O)[O-])cc2)cc1 | -4 | 6 | 113 | -10 | -2 | 9 | 106 | 93
CSc1ccccc1COC(=O)Nc1ccccc1C | 0 | 0 | 99 | -6 | 0 | 13 | 99 | 99
CC(=O)C12OC1CC1C3CCC4=CC(=O)CCC4(C)C3CCC12C (stereo unspecified) | 5 | -2 | 89 | 12 | -2 | -2 | 101 | 90
COc1cc(OC)cc(C(=O)NCC(=O)N2CCC(C)CC2)c1 | 3 | -1 | 97 | -21 | 6 | -5 | 104 | 97
O=C(NCCN1CCCC1)c1ccc(Cn2c(=S)[nH]c3ccc(Br)cc3c2=O)cc1 | 6 | -2 | 99 | -2 | -2 | -2 | 100 | 100
CCOc1ccccc1OCC(=O)Nc1ccc(S(=O)(=O)N(C)C)cc1 | 7 | -4 | 100 | -12 | 0 | -5 | 102 | 103
O=C(Oc1cccc(Oc2ccccc2)c1)N1CCOCC1 | 2 | 11 | 97 | 7 | 0 | 12 | 91 | 106
O=S(=O)(c1ccc(S(=O)(=O)N2CCCN(Cc3ccccc3)C2)cc1)N1CCCCCC1 | 1 | -2 | 109 | 8 | 0 | 15 | 117 | 112
O=C(Cn1ccc(=O)[nH]c1=O)Nc1ccc(C(=O)O)c(O)c1 | -7 | -3 | 95 | -1 | 3 | -23 | 88 | 89

Compound activity as filed in PubChem.
